aSyn yeast inh = rescues yeast growth from alpha-synuclein toxicity; AID 652106; Yeast expressing alpha-synuclein, growth rescue, BacTiter-Glo, 24 h; 370,000 compounds, 0.14% hits; Potency, µM (series often up to 46.1 µM), for inactives: at the highest dose growth rescue (activation), actives largely listed as activators; also: potency is read from the fitted curve at half-maximal effect; % of control where 0% means no effect; nearly all actives have a fitted effect of over 65% in size
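Readout is rescue of growth in alpha-synuclein-expressing yeast, so inhibitors of toxicity appear as activators. Growth after 24 hr at 30 deg C in galactose medium is quantified by luminescence.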
GLP1R ag = GLP-1 receptor (human) agonism; P43220; HEK293 GLP-1R CRE-luciferase, luminescence, 4-6 h; cells express a hypersensitive GLP-1R form; Potency, µM (titrated, usually from 45.6 µM), for the others: at the top dose activation, most hits filed as activators; 380,000 compounds, 0.007% hits; AID 624172; also: potency is read from the fitted curve at half-maximal effect; % of control where 0% means no effect
Target sequence (P43220 whole entry, looked up): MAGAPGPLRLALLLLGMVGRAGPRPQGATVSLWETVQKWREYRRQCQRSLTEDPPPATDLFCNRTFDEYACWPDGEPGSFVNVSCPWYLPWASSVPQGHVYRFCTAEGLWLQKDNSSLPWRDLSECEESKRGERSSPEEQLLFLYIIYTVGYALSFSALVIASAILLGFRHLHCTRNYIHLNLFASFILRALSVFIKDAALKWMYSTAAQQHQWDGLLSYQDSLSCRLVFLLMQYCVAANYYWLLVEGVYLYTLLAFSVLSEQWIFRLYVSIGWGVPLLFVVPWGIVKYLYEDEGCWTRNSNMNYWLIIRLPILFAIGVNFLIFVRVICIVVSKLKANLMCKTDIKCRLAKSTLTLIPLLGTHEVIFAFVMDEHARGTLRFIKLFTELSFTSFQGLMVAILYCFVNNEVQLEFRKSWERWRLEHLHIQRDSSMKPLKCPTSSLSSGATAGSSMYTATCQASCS
GLP-1R inv ag = GLP-1 receptor (human) inverse agonism. P43220. HEK293 GLP-1R CRE-luciferase, luminescence, 24 h; GLP-1R form is constitutively active. Potency, µM (top dose mostly 38.3 µM), for inactives: top-dose activity change, negative = inhibition, most hits filed as inhibitors. 410,000 compounds, 1.6% hits. AID 624417; also: potency is read from the fitted curve at half-maximal effect; % is scaled to controls: 0 for no effect and ±100 for the full control effect; nearly all actives have a fitted effect of over 55% in size
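GLP-1R inverse agonism mode: basal reporter luminescence in engineered HEK293 cells measured after one day of compound exposure at 37 deg C, with a 12 min room-temperature detection step.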
D3 ag = activates the human D3 dopamine receptor; max activation, %; D3R DiscoveRx beta-arrestin cells, luminescence, 90 min; P35462; 410,000 compounds, 0.58% hits; in the data active = max activation above about 30%; also: 0% is about no effect; mostly tested at two doses, the higher about 12 µM
Target sequence (P35462 whole entry, looked up): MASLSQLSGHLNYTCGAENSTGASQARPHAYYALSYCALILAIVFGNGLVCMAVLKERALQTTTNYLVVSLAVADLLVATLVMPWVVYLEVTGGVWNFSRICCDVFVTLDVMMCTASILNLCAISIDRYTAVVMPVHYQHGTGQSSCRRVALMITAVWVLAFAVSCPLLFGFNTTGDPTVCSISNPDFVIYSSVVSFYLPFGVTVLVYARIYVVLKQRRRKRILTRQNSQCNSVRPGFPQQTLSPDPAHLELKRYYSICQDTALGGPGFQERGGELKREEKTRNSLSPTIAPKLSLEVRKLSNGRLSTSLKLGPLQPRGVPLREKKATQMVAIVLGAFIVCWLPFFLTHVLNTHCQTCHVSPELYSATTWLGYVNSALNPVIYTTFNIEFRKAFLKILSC
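Cells at 1500/well, incubated overnight, then treated with pinned compounds (dopamine as control) for 90 min at 37 degrees C. DiscoveRx reagent added for 30 - 60 minutes at room temperature; luminescence read.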
GLP1R cytotox = cytotoxicity in counter-screen for GLP-1R inverse agonists. AID 624418. 410,000 compounds, 0.13% hits. Potency, µM (highest dose often 38.3 µM), inactives show at the highest dose activity change, negative = inhibition, actives largely listed as inhibitors. HEK293 cAMP-luciferase reporter cells, luminescence, 24 h;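 also: loss of luciferase light is scored as toxicity; potency is read from the fitted curve at half-maximal effect; % is scaled to controls: 0 for no effect and ±100 for the full control effect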
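Quantitative HTS format, 1536 wells, 200 cells/uL seeded. Compounds: 23 nL, 24 h, 37 °C. Detection: luciferase reagent, luminescence at 12 min RT; decreased signal taken as cytotoxic.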
PTHR1 ag = agonists of human PTHR1 parathyroid hormone receptor | 410,000 compounds, 0.075% hits | Potency, µM (doses to about 115 µM), inactives show top-dose activation, usual class: activators | HEK293 GP2 PTHR1 cells, GloSensor cAMP luminescence, 1 h | AID 743266; also: potency is read from the fitted curve at half-maximal effect; nearly all actives have a fitted effect of over 55% in size; some results filed as inactive show a strong effect at the top dose; inactives centre near -15; many of its hits are not listed in these tables
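HEK-293-derived GP2 cells expressing PTHR1 and a GloSensor cAMP reporter, 3,000/well, plated overnight, given luciferin plus IBMX (each 0.5 mM as added) for 1 h at 37 °C, then compound for 1 h at 37 °C. Luminescence was read after 15 min at room temperature.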
TDP43 rescue = inhibitors of TDP-43 toxicity in yeast | 410,000 compounds, 1.8% hits | TDP-43 expressing yeast growth rescue, BacTiter-Glo, 24 h | Potency, µM (doses to about 46.1 µM), without a hit: at the highest dose growth rescue (activation), hits mostly activators | AID 652104; also: potency is read from the fitted curve at half-maximal effect; % of control where 0% means no effect; nearly all actives have a fitted effect of over 50% in size
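Luminescence from BacTiter-Glo reports growth of TDP-43-expressing yeast after 24 hr at 30 deg C with compound. Cells were raffinose-pregrown to mid-log, then seeded in galactose medium at OD600=0.02.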
DRD3 antagonist = antagonists of human D3 dopamine receptor; P35462; D3R cells, DiscoveRx beta-arrestin luminescence, antagonist mode; hits give low values; max response, negative = inhibition, %; 360,000 compounds, 2.5% hits; in the data active = max response below about -50%; inconclusive = no clear call, values can overlap the other calls; also: % is scaled to controls: 0 for no effect and ±100 for the full control effect; mostly tested at two doses, the higher about 12 µM
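Cells expressing the human receptor were seeded at 1500 cells/well, incubated overnight at 37 degrees C in 5% CO2, then exposed to library compounds with dopamine controls for 90 minutes at 37 degrees C before luminescent detection.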
KB-V1 cytotox = KB-V1 MDR subline cytotoxicity; KB-V1 MDR cells viability, CellTiter-Glo, 72 h; Potency, µM (top dose mostly 46.1 µM), for the others: top-dose activity change, negative = cytotoxicity, hits mostly cytotoxic; 400,000 compounds, 3.4% hits; AID 1347076; also: potency is read from the fitted curve at half-maximal effect; % is scaled to controls: 0 for no effect and ±100 for the full control effect; nearly all actives have a fitted effect of over 60% in size
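Potencies derive from concentration-effect curves fitted to normalized luminescence (CellTiter-Glo) of KB-V1 cells treated for 72 h at 37 degrees C in phenol-red-free DMEM containing 10% FBS.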
Active calls of the source: *; i = inactive; ? = inconclusive; · = no result given; [ ] = another dose, or the depositor's remark. Unless noted, calls follow the shape of the dose curve; as a rule, active = well fitted curve in the direction sought with a large enough effect; inconclusive = small, poorly fitted or top-dose-only effect, or another doubt; inactive = no such curve, though single readings can be large; an effect the other way counts as inactive or inconclusive. A portion of the library; the hit share may differ from the screen's.

compound	aSyn yeast inh	GLP1R ag	GLP-1R inv ag	D3 ag	GLP1R cytotox	PTHR1 ag	TDP43 rescue	DRD3 antagonist	KB-V1 cytotox
Cc1nc2nc(SCC(=O)N(C)Cc3ccccc3)nn2c(C)c1Cc1ccccc1Cl	·	·	?	7	-10%	-36%[inhibitor]	?	·	-3%
O=C(CSc1ccc(-c2ccccn2)nn1)c1ccccc1	17%	13%	22%	-2	5%	-18%	?	-2	-25%
O=C(NNC(=O)c1ccc(F)c(S(=O)(=O)N2CCOCC2)c1)c1ccc([N+](=O)[O-])cc1	-16%	-1%	12%	0	-7%	-52%[inhibitor]	-15%	0	-17%
O=C(NCC1CCN(Cc2cccc(Cl)c2)CC1)C1CCCN(c2ncnc3c2nc2n3CCCCC2)C1 (stereo not drawn)	1%	3%	?	-18	-17%	-22%	0%	?	-16%
Cc1nnc(SCC(=O)N2CCN(S(=O)(=O)c3ccccc3)CC2)n1Cc1ccccc1	-10%	0%	6%	-5	-9%	-14%	-8%	-16	18%
O=C(NCCc1cccnc1)C1CCC(=O)N(Cc2ccc(Cl)cc2)C1 (stereo not drawn)	1%	-4%	15%	-8	-9%	i	0%	-9	?
COc1ccc(NC(=O)CSc2nncn3c2cc2occc23)c(OC)c1	·	·	12%	-19	-11%	-3%	-1%	·	2%
O=C(O)C1CC=CCC1C(=O)Nc1ccc(N2CCN(Cc3ccccc3)CC2)cc1 (stereo not drawn)	-3%	-24%	16%	-7	2%	-18%	-23%	?	?
COC(=O)[C@H](Cc1ccccc1)NC(=O)Cn1ccc(NC(=O)OCc2ccccc2)nc1=O	-7%	-4%	6%	2	-3%	-23%	-24%	11	-13%
Nc1ccc(S(N)(=O)=O)cc1N	-2%	4%	5%	13	4%	i	-6%	-3	10%

compound	aSyn yeast inh	GLP1R ag	GLP-1R inv ag	D3 ag	GLP1R cytotox	PTHR1 ag	TDP43 rescue	DRD3 antagonist	KB-V1 cytotox
Cc1oc(-c2ccccc2Cl)nc1CS(=O)(=O)CC(=O)NCCN1CCOCC1	-8%	-6%	2%	1	0%	-10%	7%	9	-1%
COc1ccc(C2C(C(=O)c3ccco3)=C(O)C(=O)N2CC2CCCO2)cc1OC (stereo not drawn)	-2%	0%	4%	3	-3%	-3%	-17%	4	12%
CN(C(=O)CN1C(=O)S/C(=C\c2cccc(Cl)c2)C1=O)C1CCS(=O)(=O)C1 (stereo not drawn)	2%	6%	3%	4	-18%	-33%[inhibitor]	10%	0	15%
Cc1ccccc1OCCC(=O)N(CC(C)C)c1c(N)n(Cc2ccccc2)c(=O)[nH]c1=O	-7%	-8%	0%	1	2%	i	7%	5	?
Cc1cc(C)n(CCc2nc(-c3cccs3)cs2)n1	-7%	6%	-14%	-3	4%	-54%[inhibitor][57.5 µM]	?	-9	7%
O=c1[nH]c(SCc2ccccc2[N+](=O)[O-])nc2nc[nH]c12	1%	-1%	1%	-1	2%	3%	10%	19	2%
COc1ccc(-c2cc(C(=O)Nc3cc(C)on3)c3ccccc3n2)c(OC)c1	1%	-2%	-14%	1	-2%	-3%	6%	10	-25%
COc1ccc(OC)c(-c2c3c([nH]c(=S)c2C#N)CCCC3)c1	-11%	3%	-12%	9	16%	i	0%	-11	?
COc1ccc(NC(=S)N(CCCN2CCCCCC2)Cc2cccs2)cc1	-4%	5%	-5%	-7	6%	i	-22%	8	0%
CCCc1nnc(NC(=O)c2c(O)c3cccc4c3n(c2=O)CC4)s1	-3%	-2%	-3%	7	-4%	-40%[inhibitor]	-40%[inhibitor]	1	?

Taken from above.
GLP1R ag, COc1ccc(OC)c(-c2c3c([nH]c(=S)c2C#N)CCCC3)c1 reads 3%
GLP1R ag, Cc1cc(C)n(CCc2nc(-c3cccs3)cs2)n1 reads 6%

The listing picks up; the 2 compounds before the break are reprinted first.
compound	aSyn yeast inh	GLP1R ag	GLP-1R inv ag	D3 ag	GLP1R cytotox	PTHR1 ag	TDP43 rescue	DRD3 antagonist	KB-V1 cytotox
COc1ccc(NC(=S)N(CCCN2CCCCCC2)Cc2cccs2)cc1	-4%	5%	-5%	-7	6%	i	-22%	8	0%
CCCc1nnc(NC(=O)c2c(O)c3cccc4c3n(c2=O)CC4)s1	-3%	-2%	-3%	7	-4%	-40%[inhibitor]	-40%[inhibitor]	1	?
O=C(CCN1C(=O)c2ccccc2S1(=O)=O)Nc1ccccc1	1%	3%	5%	-2	2%	0%	5%	-22	7%
CC(C)(C)N(Cc1ccccc1)C(=O)COC(=O)C1CC1	4%	1%	-18%	-2	-7%	-5%	-17%	2	10%
N#Cc1cc2c(nc1SCc1ccncc1)CCC2	2%	20%	0%	-6	18%	-10%[57.5 µM]	-10%	-13	-26%
COC(=O)[C@@]12C[C@@H](CC(=O)NCc3cccs3)C(=O)N(CCc3ccc(OC)c(OC)c3)C1=CCC(C)(C)C2	4%	·	-27%	0	-15%	-14%	34%	17	?
COc1ccc(-c2n[nH]c(=S)o2)c(OC)c1	4%	1%	2%	-6	10%	i	?	-9	17%
Cc1ccc(NC(=S)NCc2cccs2)c(C)c1	1%	5%	?	-3	-16%	-11%[57.5 µM]	?	-13	-24%
CCc1ccc(-n2c(=O)c3cccnc3n2CC(=O)NCc2ccccc2)cc1	·	·	?	9	1%	-24%	3%	·	·
c1ccc(Cc2ccc(OCCn3cncn3)cc2)cc1	3%	5%	?	0	-8%	-31%	?	6	-1%
COC(=O)C1=C(C)NC(=O)C1(NC(=O)c1cccnc1)C(F)(F)F (stereo not drawn)	-13%	-2%	7%	4	5%	-5%	20%	-11	6%
CCCNc1c(NS(=O)(=O)c2ccc(C)c(C)c2)c(=O)oc2ccccc12	0%	0%	11%	5	-14%	21%	-11%	-6	?

compound	aSyn yeast inh	GLP1R ag	GLP-1R inv ag	D3 ag	GLP1R cytotox	PTHR1 ag	TDP43 rescue	DRD3 antagonist	KB-V1 cytotox
COc1cccc(OC)c1C(=O)NCCN1CCN(C(=O)c2c(OC)cccc2OC)CC1	2%	-1%	1%	-3	5%	i	12%	-28	12%
CC(C)(C)C1CCSC2=NCCC[C@]2(c2ccccc2)C1 (stereo partly drawn)	-6%	7%	?	-3	19%	-5%	0%	1	-2%
COc1ccc(-c2nnn(CC(=O)N3CCN(c4ccc(F)cc4)CC3)n2)cc1	-4%	-1%	22%	-8	3%	i	-2%	0	1%
CCCCCCC(C)n1cc(C(C)=O)c(=O)n(C)c1=O (stereo not drawn)	-4%	8%	-21%	0	10%	-24%	10%	7	?
CC(C)[C@H](NC(=O)[C@@H]1CSCN1C(=O)OC(C)(C)C)C(=O)NCC1CCC(C(=O)O)CC1 (stereo partly drawn)	4%	-9%	4%	1	1%	i	-2%	8	0%
Nc1ccccc1SCc1cn2ccccc2n1	2%	-8%	-21%	-1	-3%	-14%	22%	3	-16%
Clc1cccc(CN2CCc3c([nH]c4ccccc34)C2)c1	7%	-1%	?	-21	?	?	-10%	-59*	?
CC1Cc2ccccc2N1C(=O)CN1C(=O)C(=O)N(Cc2ccccc2)C1=O (stereo not drawn)	2%	-29%	-16%	-2	5%	i	14%	-8	35%
CC(C)=C1C2C=CC1C(C(=O)Nc1cc(C)ccc1C)C2C(=O)O (stereo not drawn)	9%	-4%	21%	3	10%	i	17%	0	-18%
CCOC(=O)c1ccc(N/C=C/C(=O)c2ccco2)cc1	?	-5%	-24%	3	-11%	i	-18%	-25	-16%

compound	aSyn yeast inh	GLP1R ag	GLP-1R inv ag	D3 ag	GLP1R cytotox	PTHR1 ag	TDP43 rescue	DRD3 antagonist	KB-V1 cytotox
CCN(CC(=O)Nc1c(F)cccc1F)C(=O)c1ccc(C#N)cc1	-7%	7%	2%	3	-23%	i	15%	6	2%
CCCCn1c(=N)n(CCCOc2ccc(F)cc2)c2ccccc21	·	·	-22%	2	-21%	i	19%	·	·
CCc1nc(N(CC)CC)c2oc3ccccc3c2n1	-3%	1%	?	2	-38%	-9%[57.5 µM]	0%	8	-3%
Cc1ccc(C(=O)O/N=C/c2c(Cl)n(C)c3ccccc23)cc1	2%	21%	0%	-1	2%	-13%[57.5 µM]	3%	0	-6%
CC(=O)c1cccc(NC(=O)C(C)OC(=O)/C=C/c2cccs2)c1 (stereo not drawn)	1%	1%	?	-9	-20%	i	3%	-5	?
CCC(=O)c1ccc(OCC(O)Cn2c(C)nc3ccccc32)cc1 (stereo not drawn)	3%	-6%	-12%	7	-8%	-14%[57.5 µM]	15%	41	8.2µM*
C=CCOc1ccc(/C=C/C(C)=N\O)cc1	·	6%	0%	2	-18%	-4%	10µM*	?	0%
CCOC(=O)c1ccc(N2CCN(c3cc(C)ccc3C)CC2)c(N)c1	-16%	-3%	?	17	9%	-14%	18%	12	9%
CC(O)(c1cccnc1)c1nc(-c2cccc(C#N)c2)cs1 (stereo not drawn)	-1%	19%	22%	0	1%	-20%	24%	44	2%
COc1ccc(-n2c(-c3ccc(C)cc3)cc3c2CC(C)(C)CC3=O)cc1Cl	·	·	-15%	-4	0%	?	3%	·	-8%

compound	aSyn yeast inh	GLP1R ag	GLP-1R inv ag	D3 ag	GLP1R cytotox	PTHR1 ag	TDP43 rescue	DRD3 antagonist	KB-V1 cytotox
CCOC(=O)Cn1c2ccc(OC)cc2c2nc3ccccc3nc21	-3%	1%	-4%	-5	-1%	i	10%	22	-20%
COC(=O)c1[nH]c2cccc(Cl)c2c1NC(=O)CN(C)C1CCCCC1	-3%	11%	?	2	-26%	i	-9%	-26	-6%
Fc1ccc(/C=N/NC(=S)NCCc2ccccc2)cc1F	10%	23%	?	-5	13µM*	-5%	5%	-6	16%
CCN(CC)C(=O)C(=O)N/N=C/c1ccc(F)cc1	0%	0%	9%	8	2%	i	-10%	11	-6%
O=C1c2ccccc2C(=O)N1Cc1nc(-c2ccccn2)no1	8%	-17%	1%	-2	10%	i	-10%	-21	22%

Compound activity from PubChem.
